Screening results from PubChem.
TIM10 inh: inhibits growth of TIM10 yeast strain; 1.4% of 330,000 active; S. cerevisiae TIM10 strain growth, BacTiter-Glo luminescence, 24 h; AID 463195; inhibition, % at 10 µM;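 active = inhibition of 40% or more at the single tested concentration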;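 also: wild-type TIM10 isogenic control strain grown at permissive 25 °C; 0% = DMSO yeast wells and 100% = minimal medium wells without yeast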
NR3A LBD binder: modulates the human NR3A ligand-binding domain. AID 1259313. NR3A LBD differential scanning fluorimetry, Tm shift; 0% = protein alone, 100% = glycine-bound protein. Tm shift relative to glycine control, % at 25 µM. 2.5% of 340,000 active;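 active = melting temperature shift of at least 10% of the positive control shift, at one fixed dose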
NALP3 yeast inh: blocks the NALP3 inflammasome reconstituted in yeast. Yeast reconstituted NLRP3/ASC/caspase-1, beta-gal luminescence, 24 h. inhibition, % at 10 µM. 0.39% of 330,000 active;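 active = inhibition of 50% or more; inactive = inhibition below 50%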;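 also: plate controls were induced DMSO wells for no effect and uninduced yeast grown without galactose for full effect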
APJ ag: activates the human apelin receptor APJ; 0.11% of 330,000 active; CHO-K1 APJ PathHunter beta-arrestin, luminescence; 0% DMSO wells, 100% apelin; P35414; AID 2520; activation, % at 20 µM;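 active = activation more than six SD over the plate average, tested at 20 µM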;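 also: 0% = DMSO alone and 100% = apelin-13 at 10 nM; some results filed as inactive read as strong as hits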
Target sequence (P35414 whole entry, looked up): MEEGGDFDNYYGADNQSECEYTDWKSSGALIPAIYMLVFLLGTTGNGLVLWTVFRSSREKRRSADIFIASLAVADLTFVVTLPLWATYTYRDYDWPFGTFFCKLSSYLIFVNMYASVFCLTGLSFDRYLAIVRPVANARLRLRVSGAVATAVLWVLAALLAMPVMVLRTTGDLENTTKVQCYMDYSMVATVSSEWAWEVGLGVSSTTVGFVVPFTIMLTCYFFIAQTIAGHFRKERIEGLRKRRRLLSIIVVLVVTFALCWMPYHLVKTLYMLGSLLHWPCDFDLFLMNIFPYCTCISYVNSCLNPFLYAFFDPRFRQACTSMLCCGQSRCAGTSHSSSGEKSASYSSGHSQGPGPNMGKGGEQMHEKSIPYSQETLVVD
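Assay system: engineered CHO-K1 APJ arrestin reporter cells; Amount: 1000 CHO-K1 reporter cells seeded per well; Dosing: one dose, 20 µM compound, 1% DMSO; Times: compound stimulation 90 min at 25 °C, detection 60 min; Measured by: luminescent beta-gal fragment complementation, chemiluminescent substrate; Read-out: APJ–arrestin association signal; Controls: DMSO vs Apelin-13 10 nM.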
APJ antagonist: antagonists of human APJ apelin receptor; P35414; 0.32% of 330,000 active; CHO-K1 APJ beta-arrestin complementation, luminescence; inhibition, % at 20 µM; AID 2521;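 active = inhibition above about 40% at 20 µM, limit read from the data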;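 also: cells challenged with 10 nM apelin-13 agonist together with compound; plate controls were apelin-13 plus DMSO wells for no effect and DMSO wells lacking apelin-13 for full effect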
tim10-1 inh: growth inhibitors of tim10-1 mutant yeast; S. cerevisiae tim10-1 ts strain growth, BacTiter-Glo, 24 h; inhibition, % at 20 µM; 2.2% of 330,000 active; AID 463190;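 active = inhibition of at least 40%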;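 also: mutant grown at 25 °C; 0% = DMSO wells with yeast and 100% = wells holding no yeast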
beta cell repl: induces beta-cell replication in MIN6 cells; MIN6 cells proliferation, ATPlite luminescence, 48 h; cells starved in 0.2% serum; 100% = growth in 10% serum; proliferation, % at 10 µM; 0.29% of 330,000 active; AID 2380;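 active = compounds whose signal lies at least 3.5 SD above the mean of all wells on their plate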;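 also: 0% = DMSO-treated cells in low-serum medium and 100% = 10% serum control; some compounds called inactive have numbers as strong as hits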
tim23-1 inh: tim23-1 yeast growth inhibition; AID 463212; inhibition, % at 20 µM; 1.3% of 330,000 active; S. cerevisiae tim23-1 growth, BacTiter-Glo luminescence, 24 h;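 active = growth inhibition of the mutant yeast at or above 50%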;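 also: temperature-sensitive mutant grown at 25 °C; plate controls were DMSO-treated mutant yeast for no effect and medium wells lacking yeast for full effect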
MPTP block: blocks calcium-induced mitochondrial swelling. isolated mouse mitochondria, Ca2+ swelling absorbance, 30 min. inhibition, % at 10 µM. 1.4% of 360,000 active. AID 602449;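 active = inhibition of 50% or more, scaled per plate between neutral and stimulator controls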;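 also: 0% = DMSO wells given calcium and 100% = 1 mM EGTA wells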
Active calls of the source: *.

1: CC(=O)Nc1ccc(NC(=O)C2CCN(C(=O)C3CC(=O)N(c4ccc(C)cc4)C3)CC2)cc1 (stereo unspecified)
2: COC(=O)C1=CNC=C(C(=O)OC)C1c1ccccc1Cl
3: CN(CCC#N)CC(=O)Nc1ccc(NC(=O)CN(C)CCC#N)cc1
4: CCC(=O)Nc1nnc(Cc2ccccc2)s1
5: CC1CCC2(CC1)NC(=O)N(CC(=O)N1CCOCC1)C2=O (stereo unspecified)
6: O=C(NCCCN1CCOCC1)c1cc(-c2ccc3c(c2)OCO3)nc2ccccc12
7: COc1ccc(OC)c(CCNC(=O)c2cccc(NC(=O)C3=C(C)OCCS3)c2)c1
8: CCc1ccc(/C=N/NC(=O)c2ccccn2)cc1
Compound	1	2	3	4	5	6	7	8
TIM10 inh	9	1	11	6	7	6	3	-17
NR3A LBD binder	1	-1	3	3	0	4	0	-3
NALP3 yeast inh	11	4	11	11	8	20	8	25
APJ ag	-1	-1	-2	-2	-2	0	-4	0
APJ antagonist	-2	-7	14	10	-1	-11	1	2
tim10-1 inh	-31	23	1	17	19	-6	32	-3
beta cell repl	6	-2	-4	-3	2	1	6	-3
tim23-1 inh	-3	12	25	23	16	-6	30	27
MPTP block	-0.3	-1.2	-1.5	-0.3	-1.1	-0.4	-0.8	1.6

9: COc1ccccc1NS(=O)(=O)c1cc(C(=O)NCc2ccco2)ccc1C
10: COc1ccc(Cc2nnc(NC(=O)c3cccs3)s2)cc1OC
11: CCOC(=O)C1CCN(C(=O)CN(c2ccc(OC)cc2)S(=O)(=O)c2c(C)nn(C)c2C)CC1
12: CCc1ccc(N(C(=O)CNC(=O)c2ccco2)C(C(=O)NC2CCCC2)c2ccncc2)cc1 (stereo unspecified)
13: COc1ccc(/C=C(/NC(=O)c2ccccc2Cl)C(=O)O)cc1
14: Cc1ccc(C)c(CSc2nnc(CCN)o2)c1
15: Cc1ccc(C(=O)C(C)OC(=O)c2nc(Cl)ccc2Cl)cc1 (stereo unspecified)
16: c1ccc(COc2ccc(CN3CCN(c4ccccn4)CC3)cc2)cc1
Compound	9	10	11	12	13	14	15	16
TIM10 inh	11	13	2	1	-3	7	-8	4
NR3A LBD binder	2	0	-2	-4	-1	1	-2	2
NALP3 yeast inh	-9	6	0	15	-1	72*	2	18
APJ ag	-5	3	-1	-3	0	-5	-2	-2
APJ antagonist	-4	19	-2	-10	19	-2	7	21
tim10-1 inh	26	9	26	13	-5	16	4	-3
beta cell repl	-4	0	-4	2	3	-5	-3	-2
tim23-1 inh	22	13	7	19	2	8	6	7
MPTP block	2.8	-1.4	0.7	-1.3	1.2	-1.6	-0.5	1.3

17: CC1CCc2c(sc(NC(=O)C3=COCCO3)c2C(N)=O)C1 (stereo unspecified)
18: CS(=O)(=O)c1[nH]nc(-c2ccccc2)c1C#N
19: Cc1cccc(CC(=O)NC2CCS(=O)(=O)C2)c1 (stereo unspecified)
20: O=C(COC(=O)c1ccccc1F)NC1CC1
21: CCn1c(C)nnc1SCC(=O)Nc1ccccc1Cl
22: COc1ccc(CC(=O)OCC(=O)NC(=O)NC(C)C)cc1
23: CCn1c(COc2ccccc2C)nnc1SCC(=O)Nc1ccc2c(c1)OCCO2
24: Cc1cc2ccccc2nc1SCC(=O)Nc1nc(-c2ccccc2)cs1
Compound	17	18	19	20	21	22	23	24
TIM10 inh	16	-19	-7	-1	-13	-7	-7	-4
NR3A LBD binder	-5	0	2	0	2	-2	0	0
NALP3 yeast inh	9	10	21	1	16	1	-2	-13
APJ ag	-2	-3	-1	-4	0	-2	-1	-6
APJ antagonist	-10	-7	-6	6	22	11	10	-5
tim10-1 inh	13	-28	-11	5	7	14	12	14
beta cell repl	-5	-2	1	-4	-4	1	-1	-1
tim23-1 inh	21	-11	-4	9	8	16	-19	0
MPTP block	0.5	2.7	-2.0	-1.2	-1.6	0.8	0.9	1.7

25: CCOc1ccc(S(=O)(=O)NCCC(=O)NCC2COc3ccccc3O2)cc1 (stereo unspecified)
26: O=C(CC(SCCO)c1ccc2c(c1)OCO2)c1ccco1 (stereo unspecified)
27: O=C(Nc1ccccc1)C1=C[C@@H](c2coc3ccccc3c2=O)C[C@@H](OCCCCO)O1
28: Cc1ccc(Cl)cc1N1CCN(S(=O)(=O)c2ccc3[nH]c(=O)ccc3c2)CC1
29: CCN(c1ccccc1)S(=O)(=O)c1ccc(OC)c(NC(=O)c2c(C)noc2C)c1
30: CC1Cc2ccccc2N1S(=O)(=O)c1cccc(C(=O)NCC(c2ccco2)N2CCCC2)c1 (stereo unspecified)
31: O=S(=O)(c1ccc(N2CCOCC2)nc1)N1CCOCC1
32: CCCn1c(SCC(=O)NC2CCC(C)CC2)n[nH]c1=O (stereo unspecified)
Compound	25	26	27	28	29	30	31	32
TIM10 inh	15	-2	4	1	-2	7	-12	-1
NR3A LBD binder	0	1	-1	-1	-1	0	0	2
NALP3 yeast inh	0	7	-2	-2	4	16	-4	10
APJ ag	-3	-3	-2	-3	-5	3	-4	-4
APJ antagonist	6	29	7	1	12	2	-4	-8
tim10-1 inh	11	16	15	8	-1	16	3	-18
beta cell repl	-1	-4	1	-3	-1	-5	-1	-3
tim23-1 inh	10	9	11	-1	5	3	1	-1
MPTP block	-0.7	1.7	-0.7	0.8	-0.2	0.1	-0.7	-2.4

33: CC1CCCCN1C(=O)c1cc(F)c(F)cc1Cl (stereo unspecified)
34: CC1=C(C(=O)OC(C)(C)C)C(c2cccs2)NC(=O)N1 (stereo unspecified)
35: Cc1ccc(OC(C)C(=O)Nc2ccc(Cl)cn2)c([N+](=O)[O-])n1 (stereo unspecified)
36: CCCc1cc(=O)[nH]c(SCC(=O)N(C)Cc2ccccc2)n1
37: O=C(CNS(=O)(=O)c1ccc(Cl)c(C(F)(F)F)c1)NC1CCCCC1
38: CN(C)S(=O)(=O)Oc1ccccc1C(=O)Nc1ccc(F)cc1
39: COc1ccc(-c2ccc3c(c2)S(=O)(=O)c2cccc(C(=O)NCc4cccc(OC(F)(F)F)c4)c2C3=O)cc1OC
40: COc1ccc(OC)c(S(=O)(=O)NCC(c2ccc3c(c2)OCO3)N2CCOCC2)c1 (stereo unspecified)
Compound	33	34	35	36	37	38	39	40
TIM10 inh	18	-1	7	4	-3	4	1	0
NR3A LBD binder	-1	0	0	1	2	2	-4	0
NALP3 yeast inh	0	-2	20	6	6	8	30	-5
APJ ag	-1	-3	-3	2	-1	-4	0	0
APJ antagonist	9	-12	-4	-1	4	5	4	-51
tim10-1 inh	12	5	0	9	0	18	2	-16
beta cell repl	-1	-4	4	-2	-6	0	-2	2
tim23-1 inh	-4	5	17	18	3	12	9	3
MPTP block	0.0	-0.9	0.5	2.1	1.7	0.4	-1.2	0.3

41: O=C(CSc1nnc2c(n1)[nH]c1ccc(F)cc12)Nc1ccccc1F
42: O=C1NCC(COc2cccc3ccccc23)O1 (stereo unspecified)
43: Cc1ccc(CSc2nnc3c(n2)OC2(Nc4ccccc4-3)C(=O)Nc3ccc(F)cc32)cc1 (stereo unspecified)
44: COC(=O)c1ccc(NC(=O)CSc2nnc(-c3ccncc3)n2N)cc1
45: Cn1c(=O)c2ncn(CC(=O)NCCOc3ccccc3)c2n(C)c1=O
46: Cc1nn2c(NCCN(C)C)c3c(nc2c1-c1ccccc1)CCC3
47: CC(C)CC(NC(=O)/C(=C/c1ccco1)NC(=O)c1ccc(Br)o1)C(=O)O (stereo unspecified)
48: CCCC(C(=O)Nc1cc(S(=O)(=O)N2CCOCC2)ccc1OC)c1ccccc1 (stereo unspecified)
Compound	41	42	43	44	45	46	47	48
TIM10 inh	-32	-21	0	4	6	12	-17	2
NR3A LBD binder	6	0	-5	-1	0	3	-9	-1
NALP3 yeast inh	7	5	14	-4	11	17	12	20
APJ ag	-3	-2	-13	-1	-2	-2	-5	0
APJ antagonist	15	9	27	11	6	1	-11	-8
tim10-1 inh	-6	11	-1	4	7	18	6	0
beta cell repl	-3	-3	-1	-1	0	-4	-2	-1
tim23-1 inh	-14	14	3	3	5	4	4	0
MPTP block	1.1	-1.5	2.6	1.6	-0.4	-1.8	1.2	0.4

49: COc1ccc(-c2noc(C3CCCN(C(=O)c4ccc(F)cc4)C3)n2)cc1 (stereo unspecified)
50: CCN(C(=O)CN1CCCCC1C)c1c(N)n(Cc2ccccc2)c(=O)[nH]c1=O (stereo unspecified)
51: CN(c1ccccc1)S(=O)(=O)c1ccc(Cl)c(C(=O)Nc2ccncc2)c1
52: COc1ccc2c(c1)OC(O)(C(F)(F)C(F)F)CC2=O (stereo unspecified)
Compound	49	50	51	52
TIM10 inh	1	1	-3	7
NR3A LBD binder	-3	-1	2	-1
NALP3 yeast inh	21	8	1	-1
APJ ag	-1	-2	-2	0
APJ antagonist	5	6	6	15
tim10-1 inh	21	-13	7	-2
beta cell repl	-1	-6	-7	-2
tim23-1 inh	30	-3	22	5
MPTP block	6.2	0.4	35	1.3
